Ba/F3 V617F tox: reduced viability of JAK2V617F-dependent Ba/F3 cells, primary screen, JAK2V617F inhibitor project, cell-based, Ba/F3 EpoR-JAK2V617F, luminescence. ATP luminescence. inhibition, % at 5.6 µM. 220,000 compounds, 1.1% hits;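 active = inhibition above the campaign mean plus 3 SD over all tested compounds, cut at about 24% in these data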;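 note: cytokine-independent growth of Ba/F3 cells driven by EpoR plus mutant JAK2; 0% = DMSO-treated cells and 100% = JAK inhibitor I control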
eIF4E-4G inh: eIF4E–eIF4G protein interaction inhibitors, primary screen, biochemical, uHTS, TR-FRET, eIF4GI fragment; TR-FRET eIF4E-eIF4GI(517-606) binding, 2 h; 220,000 compounds, 0.37% hits; inhibition, % at 21.7 µM; AID 782, 2007;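 active = inhibition above about 30%, limit read from the data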;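 note: 0% = full FRET control wells and 100% = background wells lacking eIF4GI fragment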
Mdm2 ligase inh: MDM2-luciferase reporter signal enhancers, primary screen, MDM2 E3 ligase inhibitor project, cell-based, luminescence, 1536-well; signal enhancement, % at 5 µM; cell-based MDM2 ubiquitination luciferase reporter, 2 h; 0 = plate control, 100 = twice control, blank-subtracted; E3 ubiquitin-protein ligase Mdm2 (Homo sapiens), Q00987; AID 1230, 2008; 210,000 compounds, 0.11% hits;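 active = signal enhancement of 30% or more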;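 note: luminescence tracks abundance of the self-degrading MDM2-luciferase fusion protein; higher signal means inhibition of MDM2 E3 ligase activity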
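Material: stable MDM2–luciferase fusion reporter cells / Quantity: 2000 cells/well / Dosing: single 5 µM compound dose, 0.2% final DMSO / Buffer or medium: DMEM / Schedule: 4 h cell settling then 2 h compound exposure, 37 °C / Detection: luminescence with SteadyLite reagent, 15 min at room temperature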
BaF3 tox: parental Ba/F3 cell viability inhibition, counter-screen for JAK2V617F inhibitor project, murine pro-B, CellTiter-Glo luminescence. CellTiter-Glo ATP luminescence. inhibition, % at 5.6 µM. 220,000 compounds, 1.1% hits. AID 1486, 2009;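 active = inhibition above a per-campaign cutoff, the mean inhibition of all tested compounds plus 3 SD, cut at about 27% in these data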;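 note: 0% = DMSO wells and 100% = JAK Inhibitor I control wells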
Wee1 degr inh: Wee1 degradation inhibitors, primary screen, cell-based, HeLa, Wee1K328M-luciferase, luminescence. reporter increase, % at 5 µM. AID 1321, 2008. HeLa Luc-Wee1K328M stability; 100% = proteasome inhibitor MG132 effect. 220,000 compounds, 1.2% hits;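 active = activation above the mean of all tested compounds plus 3 SD, set per screening run, cut at about 8.8% in these data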;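 note: cells exposed to compound for 20 h before luminescence read; 0% = DMSO alone and 100% = MG132 at 30 µM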
S1P4 ag: S1P4 receptor agonists, primary screen, cell-based. Sphingosine 1-phosphate receptor 4 (Homo sapiens), O95977. S1P4-expressing cell line, agonist reporter assay. activation, % at 4.98 µM. 220,000 compounds, 0.35% hits; in the data active = activation above about 11%;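 note: 0% = DMSO vehicle and 100% = reference agonist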
Target sequence (O95977 whole entry, looked up): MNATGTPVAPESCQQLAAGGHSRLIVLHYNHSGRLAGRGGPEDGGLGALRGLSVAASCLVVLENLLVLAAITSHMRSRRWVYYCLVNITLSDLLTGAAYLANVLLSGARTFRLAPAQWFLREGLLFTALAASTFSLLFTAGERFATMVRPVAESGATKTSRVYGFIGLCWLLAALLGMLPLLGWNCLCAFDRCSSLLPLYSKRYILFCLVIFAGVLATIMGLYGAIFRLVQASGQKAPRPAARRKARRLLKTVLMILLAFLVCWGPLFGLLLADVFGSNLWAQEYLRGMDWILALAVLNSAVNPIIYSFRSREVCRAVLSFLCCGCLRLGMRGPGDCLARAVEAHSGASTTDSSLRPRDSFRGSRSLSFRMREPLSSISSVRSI
NPY-Y2 PAM-ag: NPY-Y2 potentiators or agonists, primary screen, cell-based. Neuropeptide Y receptor type 2 (Homo sapiens), P49146. cells expressing NPY-Y2, potentiator/agonist read-out. activation, % at 3.6 µM. 220,000 compounds, 0.45% hits; in the data active = activation above about 27%;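 note: cells stimulated with NPY near EC25 plus isoproterenol at EC100; 0% = vehicle plus submaximal agonist and 100% = vehicle plus saturating agonist; some results beyond the cut were filed as inactive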
Target sequence (P49146 whole entry, looked up): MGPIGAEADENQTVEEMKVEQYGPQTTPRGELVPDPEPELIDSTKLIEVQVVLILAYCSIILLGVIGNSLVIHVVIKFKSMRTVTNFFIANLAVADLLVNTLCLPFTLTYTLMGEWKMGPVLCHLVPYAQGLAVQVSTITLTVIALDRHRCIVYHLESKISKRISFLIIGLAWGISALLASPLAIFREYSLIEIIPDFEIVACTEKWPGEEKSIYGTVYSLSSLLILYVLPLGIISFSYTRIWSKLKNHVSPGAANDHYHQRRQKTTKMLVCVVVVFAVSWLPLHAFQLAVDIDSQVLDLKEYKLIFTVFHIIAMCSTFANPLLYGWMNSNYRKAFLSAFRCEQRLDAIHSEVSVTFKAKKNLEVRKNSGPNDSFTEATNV
S1P4 antagonist: S1P4 receptor antagonists, primary screen, cell-based; S1P4-expressing cells, antagonist mode, reporter read-out; Sphingosine 1-phosphate receptor 4 (Homo sapiens), O95977; AID 1510, 2009; 220,000 compounds, 0.26% hits; inhibition, % at 4.98 µM; in the data active = inhibition above about 29%;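 note: 0% = wells stimulated with agonist and 100% = vehicle wells without agonist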
PERK inh: block of dimerizer-induced PERK translation repression, primary screen, PERK inhibitor project, CHO PERK-DD cells, SEAP luminescence, HTS. CHO PERK-DD fusion, SEAP luminescence translation reporter. 220,000 compounds, 0.17% hits. Eukaryotic translation initiation factor 2-alpha kinase 3 (Homo sapiens), Q9NZJ5. AID 1416, 2008. inhibition, % at 5.6 µM;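 active = inhibition above the mean inhibition of all tested compounds plus 3 SD, set separately per screening campaign, cut at about 2.9% in these data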;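 note: PERK kinase domain activated by AP20187 dimerizer at 100 nM; 0% = DMSO with dimerizer and 100% = rapamycin at 8.4 µM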
* marks the source's active call; other numbers are inactive results; nt = not tested or not shown; [ ] = another dose, or the depositor's remark.

SMILES	Ba/F3 V617F tox	eIF4E-4G inh	Mdm2 ligase inh	BaF3 tox	Wee1 degr inh	S1P4 ag	NPY-Y2 PAM-ag	S1P4 antagonist	PERK inh
Cc1ccc(NC(=O)CSc2n[nH]c(N)n2)cc1S(=O)(=O)N1CCOCC1	-4	-6	-14	3	0	0.8	-7	-14	0.6
COc1cc(/C=C\C(=O)NCc2ccc3c(c2)cc(C)n3C)cc(OC)c1OC	-4	-5	nt	3	15*	0.2	-19	10	-0.3
O=C(NCC1CCCO1)c1cnn2c1NC(c1ccccc1)CC2C(F)(F)F (stereo not drawn)	1	-2	-9	2	-3	0.2	0	-23	-0.8
O=c1nc(Nc2ccc(OCc3ccccc3)cc2)sc2ncccc12	-2	1	-10	2	-3	1.5	4	-15	-0.4
CC(C)NC(=O)c1ccccc1NC(=O)C1CCCO1 (stereo not drawn)	-2	0	-10	3	2	0.6	-2	-1	1.0
Cc1nn2cc(-c3ccccc3)nc2[nH]c1=O	-1	3	-13	0	-1	-1.0	5	-3	1.1
COc1cc(C=O)ccc1OS(=O)(=O)c1ccc(NC(C)=O)cc1	0	3	-5	6	-2	3.3	0	4	0.3
CC(C)NC(=O)c1cc2nc(-c3ccco3)cc(C(F)(F)F)n2n1	-1	7	-10	6	-2	2.8	7	-6	0.3
CC1Cn2c(nnc2-c2cccc(N)c2)S1 (stereo not drawn)	1	-2	-15	4	-2	1.3	-4	-11	1.1
CO/C=C/C#CC1(O)CCN(C)CC1	2	-1	-14	3	0	0.9	-2	-1	2.1
O=C(CC1NCCNC1=O)Nc1ccc(Cl)c(Cl)c1 (stereo not drawn)	2	1	-8	5	0	-0.3	8	13	-0.3
CCOC(=O)c1ccccc1NC(=O)CN(c1cccc(OC)c1)S(C)(=O)=O	-1	3	-8	5	-1	0.3	7	4	-0.3
COC(=O)c1c(NC(=O)c2ccco2)sc(C(=O)Nc2ccc(F)cc2)c1C	-3	-1	-22	2	2	0.3	-1	-24	1.3
COc1ccc(CN2CCN(Cc3cn(C)nc3-c3ccccc3)CC2CCO)c(C)c1C (stereo not drawn)	0	0	-1	2	5	1.3	-18	-11	-1.2
O=C(CCCn1c(=O)[nH]c2cc(Cl)ccc2c1=O)NCC1CCCO1 (stereo not drawn)	-1	1	-6	8	-3	0.5	1	-6	-0.6
COc1cc(NC(=O)c2ccc(Br)o2)ccc1NC(=O)C(C)C	-5	3	-25	0	2	-1.0	2	-15	-0.9
O=C(COC(=O)C1COc2ccccc2O1)NC(=O)NC1CCCC1 (stereo not drawn)	-2	2	6	7	-2	0.9	12	-9	-0.1
C/C(=N\NC(=O)c1ccc(Br)cc1)c1cccc(NC(=O)c2cccnc2)c1	-2	-1	-7	2	1	1.1	4	-9	0.5
CCN(CC)S(=O)(=O)c1cc(NC(=O)C(C)Nc2ccccc2N2CCOCC2)ccc1C (stereo not drawn)	3	3	-19	10	9.8*	-0.9	-10	1	-0.2
CN1C(=O)/C(=C/c2cn(CC(=O)NCc3ccco3)c3ccccc23)NC1=S	1	10	-7	9	2	-1.4	-7	5	-0.5
COC(=O)c1c(NC(NC(=O)CC(C)C)C(Cl)(Cl)Cl)sc2c1CCC2 (stereo not drawn)	2	6	-19	10	0	-0.2	16	5	-0.3
O=C(CSC(=S)N1CCOCC1)Nc1nc(=O)c2ccccc2s1	5	0	-5	8	3	-0.8	-6	-7	-0.1
O=C(Nc1ccccc1C(=O)NCc1cccnc1)c1ccc(Cl)cc1Cl	2	1	4	12	-1	-0.7	-13	-11	-0.5
O=C(c1ccc2ncsc2c1)N1CCN(c2ccc(O)cc2)CC1	-4	3	-4	3	2	-1.5	-11	-11	-0.5
CCn1nccc1C(=O)Nc1cc(Cl)cc(Cl)c1	3	0	nt	9	-3	-0.1	3	-24	0.3
Cc1ccc(C)c(NC(=O)CCC(=O)N/N=C/c2ccc3c(c2)OCO3)c1	2	1	1	5	10*	-0.1	-2	-6	-0.1
Cc1ccc(-c2n[nH]c(=S)n2/N=C/c2sccc2C)cc1	4	-3	-1	-3	0	1.5	-31	17	0.8
CCn1ncc(Br)c1C(=O)Nc1ccc(Cl)cn1	0	0	6	5	2	-1.7	-11	-11	-0.2
COCCN(C(=O)CC1C(=O)NCCN1Cc1ccc(-c2ccccc2)cc1)C(C)C (stereo not drawn)	-3	3	-13	0	0	1.2	13	-21	0.4
N#Cc1nc(-c2ccco2)oc1N1CCN(c2cccc(Cl)c2)CC1	-4	8	-19	1	-2	0.1	-26	-23	1.0
CC(=O)c1sc2nc(C)cc(C)c2c1N	-4	-5	-19	2	3	0.7	4	-1	0.5
C/C(=N/OC(=O)c1ccc(C(F)(F)F)cc1)c1oc(C)nc1C	-2	2	-4	-8	3	0.7	14	-4	1.7
O=C(CSc1nnc(-c2cccs2)n1CC1CCCO1)c1cc2ccccc2o1 (stereo not drawn)	-2	-1	-12	11	-1	1.3	11	13	-0.8
Cc1ccc(-c2noc(CCC(=O)NCC3CCCO3)n2)cc1 (stereo not drawn)	-1	-2	18	0	-2	0.3	-2	-4	0.5
CC1(C)CC(C(=O)Nc2nccs2)CCO1 (stereo not drawn)	-1	-2	0	2	1	-1.6	-2	-8	0.2
CCN(CC#CCC1(O)c2ccccc2-c2ccccc21)C(C)C	0	-4	-18	6	-1	-2.4	-10	1	0.7
COc1cc(OC)nc(NC(=O)COC(=O)c2cccc(Cl)c2)n1	4	1	-12	11	3	1.0	-9	-3	1.0
CCOC(=O)c1c(C)[nH]c(C)c1C(=O)COC(=O)c1ccccc1O	8	3	-17	9	4	-1.2	-6	-9	0.2
CCOc1ccc(Br)cc1S(=O)(=O)NCc1ccc(S(N)(=O)=O)cc1	4	1	-36	2	3	2.6	4	-18	0.0
Nc1nnc(CC(=O)N/N=C/c2ccc(-c3ccccc3)o2)s1	-2	2	-18	-1	0	0.7	0	-5	0.7

Marked active in Wee1 degr inh, of those listed so far:
Molecule | eIF4E-4G inh | Mdm2 ligase inh | Wee1 degr inh | S1P4 ag | NPY-Y2 PAM-ag | S1P4 antagonist | PERK inh
COc1cc(/C=C\C(=O)NCc2ccc3c(c2)cc(C)n3C)cc(OC)c1OC | -5 | nt | 15* | 0.2 | -19 | 10 | -0.3
CCN(CC)S(=O)(=O)c1cc(NC(=O)C(C)Nc2ccccc2N2CCOCC2)ccc1C (stereo not drawn) | 3 | -19 | 9.8* | -0.9 | -10 | 1 | -0.2
Cc1ccc(C)c(NC(=O)CCC(=O)N/N=C/c2ccc3c(c2)OCO3)c1 | 1 | 1 | 10* | -0.1 | -2 | -6 | -0.1

The results go on.
SMILES	Ba/F3 V617F tox	eIF4E-4G inh	Mdm2 ligase inh	BaF3 tox	Wee1 degr inh	S1P4 ag	NPY-Y2 PAM-ag	S1P4 antagonist	PERK inh
O=c1c2ccccc2nc(SCc2nc3ccccc3s2)n1CCCO	0	3	-10	7	-2	21*	-8	-7	-0.2
O=C(O)c1cn(-c2ccccc2)nc1C(=O)O	2	1[fluorescence artefact?]	nt	8	1	1.2	4	7	1.9
COc1ccc(SCc2noc(C(=O)NC(C)C)c2C(=O)O)cc1	-1	3[fluorescence artefact?]	-16	1	-3	1.2	-24	12	1.8
CCOC(=O)c1cccc(NC(=O)CSc2nnc(COc3ccc(Cl)cc3)o2)c1	4	2	16	7	-1	1.3	-14	-16	0.8
CCN(CCCNC(=O)CCNC(=O)Cn1cnc2ccccc2c1=O)c1cccc(C)c1	-3	6[fluorescence artefact?]	-8	-2	0	1.2	6	5	0.6
Cc1ccc(CNC(=O)COc2ccc(C(=O)c3ccc(F)cc3)cc2)cc1	-1	6	-4	3	1	1.6	5	-18	1.0
COc1ccc(-c2nnn(CC(=O)NCc3ccccc3)n2)cc1OC	-3	0	nt	-1	7	-0.3	-3	-18	-0.1
CC(=O)OCC1(C)CN(c2ccccc2)N(C(=O)c2ccc(F)cc2)C1=O (stereo not drawn)	2	-1	2	5	3	-2.1	-5	0	-0.5
CCC1Oc2ccc(C)cc2N(CC(=O)N(Cc2ccc(C)o2)C2CC(C)(C)NC(C)(C)C2)C1=O (stereo not drawn)	3	-3	-2	3	0	-0.3	-21	1	-1.7
Cc1cc(C)c2nc(N3CCCC(C(=O)NCCN4CCOCC4)C3)sc2c1 (stereo not drawn)	-4	1[fluorescence artefact?]	-19	7	3	1.4	-3	-5	0.1
N#Cc1nn(-c2ccccc2)nc1N1CCCCC1	-3	nt	-14	-2	4	-0.4	-1	6	1.3
N#Cc1cnn2ccn(C3OC(CO)C(O)C3O)c12 (stereo not drawn)	-2	4	-17	-1	3	0.2	18	-6	0.1
CC(C)N(C(=O)NC(=O)Nc1ccc(S(=O)(=O)N2CCCC2)cc1)S(C)(=O)=O	1	1	-9	10	-1	-1.4	1	1	0.5
COc1ccc2[nH]c(CN3CCC(CO)(CCOc4ccccc4)CC3)c(C)c2c1	-4	-1	4	5	-5	-0.4	3	-9	-0.7
O=C(COC(=O)C1CCN(S(=O)(=O)c2ccccc2)CC1)NC(=O)c1ccc(OC(F)F)cc1	-1	5[fluorescence artefact?]	-7	4	0	0.3	2	-8	1.2
CC(C)(C)NC(=O)CSc1nc(N)c(-c2ccccc2)c(=O)[nH]1	-3	4	-2	3	-3	-1.5	-11	2	0.7
O=C1C2=C(CCCC2)C(=O)N1CNc1ccccc1	-3	2	-10	0	-2	-0.1	-14	-5	0.1
S=C(NCC1CCCCC1)Nc1ccc(Oc2ccccc2)cc1	2	-1[fluorescence artefact?]	-6	7	-1	-0.8	3	-6	1.0

Complete entries, quoted from the list. Values in the order: Ba/F3 V617F tox, eIF4E-4G inh, Mdm2 ligase inh, BaF3 tox, Wee1 degr inh, S1P4 ag, NPY-Y2 PAM-ag, S1P4 antagonist, PERK inh
COc1ccc(-c2nnn(CC(=O)NCc3ccccc3)n2)cc1OC reads -3, 0, nt, -1, 7, -0.3, -3, -18, -0.1
Cc1cc(C)c2nc(N3CCCC(C(=O)NCCN4CCOCC4)C3)sc2c1 (stereo not drawn) reads -4, 1[fluorescence artefact?], -19, 7, 3, 1.4, -3, -5, 0.1
CCOC(=O)c1cccc(NC(=O)CSc2nnc(COc3ccc(Cl)cc3)o2)c1 reads 4, 2, 16, 7, -1, 1.3, -14, -16, 0.8
